CSN deneddyl inh: inhibitors of human CSN-mediated cullin deneddylation; inhibition, % at 12.5 µM; actives 0.38% (n = 360,000); Purified CSN, SCF-Nedd8-OG deneddylation, fluorescence polarization; AID 651999;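 active = pattern-corrected inhibition above about 35%, with an unprinted fluorescence ratio check between 0.5 and 1.5, limit read from the data, passing the limit was not always enough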;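 note: 0% = enzyme with substrate and 100% = substrate without enzyme; some results filed as inactive read as strong as hits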
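Test system: purified human Csn5 enzyme expressed in HEK293T cells. Amount: 0.24 nM enzyme. Reagent: SCFSkp2-Nedd8OG substrate at 10 nM final. Schedule: 90 min incubation of compound, enzyme and substrate at room temperature. Detection: fluorescence polarization. Read-out: % inhibition of substrate cleavage by Csn5.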
Tb MetRS inh: blocks T. brucei methionyl-tRNA synthetase activity. purified T. brucei MetRS, ATP depletion, Kinase-Glo luminescence. inhibition, % at 11.9 µM. actives 0.4% (n = 360,000). AID 624268;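 active = inhibition above a per-plate cutoff of the control wells' mean inhibition plus 3 SD, cut at about 5.5% in these data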;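 note: 0% = DMSO wells median and 100% = median of wells with control inhibitor compound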
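Test system: purified T. brucei MetRS enzyme. Also added: ATP, methionine and E. coli bulk tRNA substrates. Compound: 11.9 µM single point. Schedule: 15 min enzyme-compound preincubation, 2 h reaction, 10 min detection, 25 °C. Signal: luciferase luminescence of residual ATP, Kinase-Glo. Evaluation: percent inhibition versus plate control medians. Controls: DMSO wells, low control.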
eLon inh: E. coli protease La inhibition; purified E. coli Lon protease, fluorescence polarization; inhibition, % at 7.94 µM; actives 0.42% (n = 360,000); in the data active = inhibition above about 13%, passing the limit was not always enough;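 note: 0% = enzyme with probe and DMSO and 100% = no enzyme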
Rin1-Abl PPI inh: human Rin1-Abl interaction inhibition; AID 588664; TR-FRET Rin1/Abl binding, biochemical; P00519+Q13671; inhibition, % at 7.35 µM; actives 0.4% (n = 360,000); in the data active = inhibition above about 5%, passing the limit was not always enough
Target sequence (P00519 whole entry, looked up): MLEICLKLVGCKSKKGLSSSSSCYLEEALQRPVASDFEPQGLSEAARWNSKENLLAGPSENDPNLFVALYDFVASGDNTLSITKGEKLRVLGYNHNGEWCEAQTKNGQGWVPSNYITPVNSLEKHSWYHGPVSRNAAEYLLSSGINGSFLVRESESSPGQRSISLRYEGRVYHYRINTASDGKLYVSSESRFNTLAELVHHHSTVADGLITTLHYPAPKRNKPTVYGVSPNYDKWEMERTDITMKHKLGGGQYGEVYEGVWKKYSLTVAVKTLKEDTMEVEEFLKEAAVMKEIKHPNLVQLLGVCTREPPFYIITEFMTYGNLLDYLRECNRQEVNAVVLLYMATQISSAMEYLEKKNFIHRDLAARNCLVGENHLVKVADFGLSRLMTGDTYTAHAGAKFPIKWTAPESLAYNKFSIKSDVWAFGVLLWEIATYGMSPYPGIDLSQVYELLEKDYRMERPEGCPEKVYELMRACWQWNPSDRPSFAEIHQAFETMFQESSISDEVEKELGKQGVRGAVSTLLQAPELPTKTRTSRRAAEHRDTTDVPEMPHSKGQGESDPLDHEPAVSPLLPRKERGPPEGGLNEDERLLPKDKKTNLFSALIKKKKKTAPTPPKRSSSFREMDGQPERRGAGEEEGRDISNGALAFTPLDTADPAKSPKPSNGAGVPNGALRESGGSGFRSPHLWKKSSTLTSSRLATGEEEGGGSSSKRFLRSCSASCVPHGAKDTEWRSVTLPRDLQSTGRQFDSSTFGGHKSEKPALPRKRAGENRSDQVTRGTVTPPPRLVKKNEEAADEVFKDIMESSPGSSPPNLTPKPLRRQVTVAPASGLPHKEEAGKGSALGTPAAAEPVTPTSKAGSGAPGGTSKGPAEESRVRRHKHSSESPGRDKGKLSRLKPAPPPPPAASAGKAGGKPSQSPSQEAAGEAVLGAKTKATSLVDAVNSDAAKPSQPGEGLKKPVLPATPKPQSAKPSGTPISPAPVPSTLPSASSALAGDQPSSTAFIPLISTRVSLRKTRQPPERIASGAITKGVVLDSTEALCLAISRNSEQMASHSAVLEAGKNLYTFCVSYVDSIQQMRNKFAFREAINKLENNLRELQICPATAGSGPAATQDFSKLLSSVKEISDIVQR
Target sequence (Q13671 whole entry, looked up): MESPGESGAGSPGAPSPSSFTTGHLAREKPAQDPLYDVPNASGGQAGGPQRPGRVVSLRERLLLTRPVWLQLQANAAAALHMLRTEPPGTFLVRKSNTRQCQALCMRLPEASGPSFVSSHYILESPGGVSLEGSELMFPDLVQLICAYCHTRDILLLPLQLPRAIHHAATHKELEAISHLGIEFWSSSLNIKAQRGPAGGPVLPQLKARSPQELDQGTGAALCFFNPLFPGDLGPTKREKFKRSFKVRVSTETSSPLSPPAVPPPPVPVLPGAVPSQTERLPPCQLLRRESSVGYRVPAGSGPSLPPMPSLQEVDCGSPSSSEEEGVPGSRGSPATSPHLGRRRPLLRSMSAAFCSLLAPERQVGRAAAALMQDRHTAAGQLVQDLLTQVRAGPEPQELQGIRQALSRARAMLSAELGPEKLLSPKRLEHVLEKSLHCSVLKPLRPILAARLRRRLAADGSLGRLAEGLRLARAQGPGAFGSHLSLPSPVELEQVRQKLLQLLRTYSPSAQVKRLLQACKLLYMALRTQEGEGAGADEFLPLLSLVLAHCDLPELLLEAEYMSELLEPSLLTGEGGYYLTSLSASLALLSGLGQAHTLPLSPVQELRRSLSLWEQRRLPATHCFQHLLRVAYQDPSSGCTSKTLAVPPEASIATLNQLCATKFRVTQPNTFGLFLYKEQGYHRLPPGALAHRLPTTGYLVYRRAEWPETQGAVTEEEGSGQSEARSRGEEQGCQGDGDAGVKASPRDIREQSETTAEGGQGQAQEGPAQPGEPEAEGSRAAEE
PABP1 MLLE inh: blocks PAM2 peptide binding to the PABP1 MLLE domain | P11940 | GST-MLLE / FITC-PAM2 fluorescence polarization | inhibition, % at 20 µM | actives 0.36% (n = 360,000); in the data active = inhibition above about 35%, passing the limit was not always enough;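 note: plate controls were DMSO wells with GST-MLLE for no effect and wells lacking GST-MLLE protein for full effect; some results filed as inactive read as strong as hits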
FAS TE block: FAS thioesterase (human) inhibition; actives 0.67% (n = 360,000); AID 602261; recombinant FAS-TE, OMFH fluorogenic substrate, fluorescence endpoint; P49327; inhibition, % at 15 µM;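 active = compounds whose normalised, plate-corrected inhibition of enzyme fluorescence in the single-dose primary screen is 50% or more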;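 note: 0% = DMSO with enzyme and 100% = substrate without enzyme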
Neddyl block: inhibitors of human cullin neddylation. P61081+Q13564. TR-FRET cullin neddylation, biochemical. calls only at 25 µM. actives 0.58% (n = 360,000). AID 651699; in the data active = inhibition above about 36%
MsrA inh: inhibits bovine methionine sulfoxide reductase A. actives 0.75% (n = 360,000). purified bovine MsrA, absorbance read-out. inhibition, % at 15.5 µM. AID 651718; in the data active = inhibition above about 4.5%;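 note: 0% = vehicle wells with enzyme and 100% = reference inhibitor wells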
MsrA act: activates bovine MsrA enzyme | purified bovine MsrA, absorbance read-out | activation, % at 10.6 µM | actives 0.3% (n = 360,000) | AID 602163; in the data active = activation above about 7.5%;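 note: 0% = vehicle and 100% = reference activator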
The depositor's hits bear a star; i = inactive; nt = no result given. Outcome played no part in choosing rows (roughly 4% active in at least one column).

No.	Molecule	Rin1-Abl PPI inh	Tb MetRS inh	PABP1 MLLE inh	CSN deneddyl inh	FAS TE block	MsrA act	MsrA inh	eLon inh	Neddyl block
1	COc1ccc(/C=N/Nc2ncnc3sc(C)c(C)c23)cc1	-1	0.2	-17	-1	22	-4	2.4	-1	i
2	COc1c(-c2ccc([N+](=O)[O-])cc2[N+](=O)[O-])c(=O)n(C)c(=O)n1C	-3	-0.4	2	-2	2	-3	0.3	5	i
3	COc1ccc(CNc2ccc(Br)cc2)cc1	1	0.0	16	12	21	-8	1.7	-3	i
4	COC(=O)Cn1c(=NC(=O)c2ccc(S(=O)(=O)N3CCOCC3)cc2)sc2cc(S(N)(=O)=O)ccc21	-1	0.0	1	1	3	-6	3.0	5	i
5	CCC(CC)C(=O)N(C)c1c(C)nc2c(OCc3ccc(OC(F)F)cc3)cccn12	0	-0.5	1	0	4	-2	1.7	0	i
6	COC(=O)c1nc[nH]c1C(=O)OC	0	0.2	-4	15	1	-3	0.6	4	i
7	O=C(CCSc1ccccc1)NCCSCc1ccco1	-3	0.2	37	-8	-5	-3	-0.8	-9	i
8	CCn1cc(/C=C/C(=O)NCc2c(C)nn(C)c2C)cn1	-1	-0.5	4	-7	-8	-1	0.0	1	i
9	Cc1cccc(CNc2ncnc3ccc(-c4ccccc4Cl)cc23)c1	-4	4.2	-8	0	12	-3	0.2	6	i
10	CC(Oc1ccc2ccccc2c1)C(=O)NNC(=S)NC(=O)c1ccco1 (stereo not drawn)	-3	-0.5	13	0	2	-1	1.0	6	i
11	Cc1ccsc1C(=O)OCC(=O)NC1CCCC(C)C1C (stereo not drawn)	1	0.3	-6	-4	1	0	-0.4	3	i
12	O=C(CN1CCN(S(=O)(=O)c2ccc(Br)cc2)CC1)N/N=C/c1ccc(Cl)c([N+](=O)[O-])c1	-2	0.5	0	-2	46	-2	0.3	22	i
13	COc1ccc(CSCCNC(=S)Nc2ccccc2)cc1Cl	0	28*	-37	-1	34	-3	-1.4	10	i
14	Cc1csc2ncc(C(=O)Nc3ccccc3Cl)c(=O)n12	-3	0.5	12	1	-2	-1	-0.3	-4	i
15	COCc1cc(=O)n2[nH]c(N)nc2n1	-1	-0.5	0	5	-8	-5	-2.1	7	i
16	CCOC(=O)c1c(NC(=O)C2C3C=CC(C3)C2C(=O)O)sc2c1CCCC2 (stereo not drawn)	-2	-0.2	0	-5	-1	0	1.6	5	i
17	O=C(c1ccc2c(c1)OCO2)N1CCN(c2ncccn2)CC1	5.3*	-0.7	1	-12	-7	-13	-0.7	3	i
18	O=C(COC(=O)c1ccc2c(c1)OCCO2)NCc1ccc(Cl)cc1	-3	-0.3	-8	3	8	-2	3.3	4	i
19	O=C(Cc1n[nH]c(=O)c2ccccc12)NCc1ccccn1	4	-1.3	-12	1	-18	-10	1.4	-6	i
20	COC(=O)NC1(C(=O)O)CCCC1	0	-0.3	3	-3	-4	-1	-1.1	-4	i
21	CCC(Sc1nc2cc3c(cc2c(=O)n1Cc1ccco1)OCO3)C(=O)NCCOC (stereo not drawn)	-3	-0.7	6	-6	-4	1	0.0	-2	i
22	COC(=O)[C@H](Cc1ccc(O)cc1)NC(=O)Cn1cnc2c(OCc3ccccc3)ncnc21	1	0.2	-4	-3	5	-1	0.1	0	i
23	CCc1ccc2oc(C(=O)NCc3ccncc3)c(C)c2c1	1	-0.5	12	-2	-2	-3	-0.4	2	i
24	CC(C)C(OC(=O)CCC(=O)Nc1nccs1)C(=O)NC1CCCCC1 (stereo not drawn)	3	-1.0	13	-13	-5	-7	0.2	-1	i
25	NC(=S)N=Nc1c(O)n(Cc2ccc(Br)cc2)c2ccccc12	1	-0.5	-9	-4	12	-3	0.2	10	i

Compounds 12 through 16 of the list above:
No.	Molecule	Rin1-Abl PPI inh	Tb MetRS inh	PABP1 MLLE inh	CSN deneddyl inh	FAS TE block	MsrA act	MsrA inh	eLon inh	Neddyl block
12	O=C(CN1CCN(S(=O)(=O)c2ccc(Br)cc2)CC1)N/N=C/c1ccc(Cl)c([N+](=O)[O-])c1	-2	0.5	0	-2	46	-2	0.3	22	i
13	COc1ccc(CSCCNC(=S)Nc2ccccc2)cc1Cl	0	28*	-37	-1	34	-3	-1.4	10	i
14	Cc1csc2ncc(C(=O)Nc3ccccc3Cl)c(=O)n12	-3	0.5	12	1	-2	-1	-0.3	-4	i
15	COCc1cc(=O)n2[nH]c(N)nc2n1	-1	-0.5	0	5	-8	-5	-2.1	7	i
16	CCOC(=O)c1c(NC(=O)C2C3C=CC(C3)C2C(=O)O)sc2c1CCCC2 (stereo not drawn)	-2	-0.2	0	-5	-1	0	1.6	5	i

More results:
No.	Molecule	Rin1-Abl PPI inh	Tb MetRS inh	PABP1 MLLE inh	CSN deneddyl inh	FAS TE block	MsrA act	MsrA inh	eLon inh	Neddyl block
26	CC1(C(=O)O)CCC(C(N)=O)C1(C)C (stereo not drawn)	-3	-1.6	4	-2	-2	-9	-0.1	1	i
27	COc1cccc(-c2nc3nc(C)cc(C)n3c2NCc2ccccc2)c1	nt	-1.7	nt	16	4	-14	0.1	-19	i
28	CCN1CCN(c2ccc(S(=O)(=O)N3CCCCC3)cc2NC(=O)/C=C/c2ccc(F)cc2)CC1	2	-0.4	-117	0	7	-1	0.3	-7	i
29	CC12CCC(C(=O)N(CC(=O)O)C1=O)C2(C)C (stereo not drawn)	6	-0.1	-5	1	-4	0	-0.1	10	i
30	CCOC(=O)N1CCN(S(=O)(=O)c2ccc(OCC(=O)OC)c(Cl)c2)CC1	4	-0.4	-3	-8	-6	-8	0.7	1	i
31	CCc1ccccc1NC(=O)COC(=O)c1cccs1	2	-0.1	13	-1	-2	0	-0.5	2	i
32	NC(=O)c1ncc(C(F)(F)F)cc1Oc1cccc(F)c1	-2	-0.4	-2	3	-2	-9	0.1	3	i
33	COCCC(=O)Nc1ccc2c(c1)CN(C(=O)CSC)CC2	1	-0.8	-4	-1	-5	-7	-0.7	-5	i
34	O=C(NCCc1ccc(Cl)cc1)C1CCC(CNc2nc(=S)[nH]c3ccccc23)CC1 (stereo not drawn)	4	-0.7	-75	4	3	-2	0.2	-4	i
35	COc1ccc(S(=O)(=O)CCC(=O)N2CCN(c3ccc([N+](=O)[O-])cc3)CC2)cc1	2	0.0	-10	3	5	-6	-0.4	5	i
36	CC/C(=N\NC(=O)CSCc1ccccc1Cl)c1ccc2c(c1)OCCO2	1	0.4	5	-1	6	-1	1.6	-1	i
37	CC(C)Cc1nnc(NC(=O)CCC(=O)NC2CCCc3ccccc32)s1 (stereo not drawn)	-4	0.2	10	-9	-1	-2	-0.7	7	i
38	CCC(C)NC(=O)CN(c1cc(Cl)ccc1OC)S(C)(=O)=O (stereo not drawn)	0	0.4	1	4	-11	-1	-0.3	3	i
39	O=c1[nH]c(=S)[nH]cc1Oc1ccc(Cl)cc1Cl	-3	0.5	46*	2	-2	8.8*	-0.1	-8	i
40	CC(=O)c1ccc(N2CCN(CC(=O)N(C3CC3)C3CCS(=O)(=O)C3)CC2)c(F)c1 (stereo not drawn)	1	-0.1	-2	-2	-7	-2	1.3	-5	i
41	Nc1nc(-c2cccc(Br)c2)cs1	-1	0.1	28	3	0	0	-0.9	-2	i
42	FC(F)(F)c1cccc(-c2nnc3ccc(C(F)(F)F)cn23)c1	2	-0.7	-6	-3	-4	-5	0.0	-9	i
43	O=C(Nc1ccccc1F)Nc1cccnc1Cl	5	-0.3	4	1	-4	-3	-0.4	8	i
44	O=C(Cc1ccccc1)NNC(=O)c1cnccn1	0	-0.7	7	3	-8	-7	1.6	-8	i
45	Cc1nn(C)c(NC(=O)c2ccccc2Cl)c1Cl	1	0.0	-4	-2	-2	-2	0.8	-9	i
46	Cc1cccc(N(CC(=O)NC2CC3CCC2C3)S(=O)(=O)c2ccccc2)c1 (stereo not drawn)	-1	0.0	5	-1	6	0	-0.6	-11	i
47	CCC(=NCc1ccccc1)c1c(C(F)(F)F)[nH]n(-c2nc3ccccc3s2)c1=O	1	-1.1	-7	-3	31	-10	0.3	6	i
48	Cc1cnc(C(=O)Nc2ccc(-n3cnnn3)cc2)cn1	3	-0.2	-34	-5	-5	-6	-0.6	-3	i
49	COc1ccc(-c2cc(-c3cccnc3)c(C#N)c(N)n2)cc1	-2	0.0	-19	0	2	-1	1.3	-6	i
50	CC(O)C(=O)NCCOCCOCCNC(=O)C(C)O (stereo not drawn)	0	-0.3	11	-3	-5	1	0.0	-3	i

An excerpt from above, showing only Tb MetRS inh and eLon inh:
nr	mol	Tb MetRS inh	eLon inh
41	Nc1nc(-c2cccc(Br)c2)cs1	0.1	-2
48	Cc1cnc(C(=O)Nc2ccc(-n3cnnn3)cc2)cn1	-0.2	-3
39	O=c1[nH]c(=S)[nH]cc1Oc1ccc(Cl)cc1Cl	0.5	-8

Further results follow:
No.	Molecule	Rin1-Abl PPI inh	Tb MetRS inh	PABP1 MLLE inh	CSN deneddyl inh	FAS TE block	MsrA act	MsrA inh	eLon inh	Neddyl block
51	c1ccc(Cn2nnc3c(N4CCOCC4)ncnc32)cc1	1	-0.9	19	5	4	0	0.0	14	i
52	COc1ccccc1NC(=O)Cc1csc(NC(=S)Nc2ccccc2)n1	-6	1.4	41*	-1	18	-1	0.9	11	i
53	CCS(=O)(=O)c1nc(S(=O)(=O)c2ccc(C)cc2)c(N2CCN(CCO)CC2)s1	5	-0.9	-6	2	-5	-8	1.7	4	i
54	COCCCNC(=S)NNC(=S)Nc1ccc(F)cc1F	0	0.1	35	-1	-6	-2	-0.2	0	i
55	O=C1NC(=O)C2(CCCc3ccc([N+](=O)[O-])cc32)N1 (stereo not drawn)	-1	0.1	11	1	-3	-1	0.3	-5	i
56	CCCCNS(=O)(=O)c1ccc(OC)c(C)c1	-1	-0.8	-5	5	-2	-2	-0.6	-9	i
57	CCN(CC)c1nc(-c2ccccc2)nc2ccccc12	-2	-0.3	-4	-4	25	2	-1.0	-8	i
